# Screening data from PubChem.
# Cneo AK release: Cryptococcus neoformans cell lysis inducers, primary screen, AK release luminescence, single concentration | AID 651654, 2012 | C. neoformans lysis, adenylate kinase release luminescence, 4 h; normalised: neutral wells 0, clomiphene wells 100 | lysis activity, % at 15 µM | 360,000 tested, 0.2% active;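 active means mean lysis activity across replicates of at least 80%, whatever share of replicates individually reach that level; inactive means mean lysis activity below 80%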
#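 Test system: log-phase Cryptococcus neoformans yeast cells; Quantity: yeast cell density of 5 × 10^6 cells/mL; Buffer or medium: YPD; Doses: single compound concentration per well; Timing: 4 h at 37 °C static, read 1 h later; Measured by: AK luminescence; Read-out basis: lysis from increased AK signal; Control set: Clomiphene as positive control.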
# LGR2 inh: inhibitors of bursicon-induced LGR2 CRE-luciferase signal, primary screen, cell-based, HEK293, CRE-luciferase reporter, bursicon stimulation | Drosophila bursicon receptor LGR2 (rickets) | bursicon-stimulated, 4 h | inhibition, % at 9.99 µM | 380,000 tested, 0.35% active;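 active means drop in luminescence signal, shown as inhibition above about 50% in the replicate tests, limit read from the data, passing the limit was not always enough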;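 further: agonist challenge used bursicon conditioned medium at about half maximal strength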
# XiGFP reactiv: activators of inactive X chromosome reactivation, primary screen, imaging, XiGFP fibroblasts, GFP high-content imaging, set 2 | XiGFP mouse fibroblasts, % GFP-positive cells imaging, 3 d; cells co-treated with 5-aza-dC sensitizer; scaled so ellipticine positive control = 100% | activation, % at 7.58 µM | 360,000 tested, 0.055% active | AID 743238, 2013;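 active means mean normalized replicate activation at least 10% and every replicate at or above 10%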;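 further: 0% = median of on-plate neutral control wells and 100% = ellipticine 6 µM median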
#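 Material: SV40-immortalized XiGFP fibroblast cells, line 68-5-11 | Buffer or medium: DMEM containing 5-aza-dC | Dosing: One concentration, pinned | Times: 3 d treatment, 15 min room-temperature fixation | Controls: Ellipticine 6 µM positive control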
# PGC1a acetyl inh: inhibitors of PGC1a acetylation signal, primary screen, cell-based, U2OS, AlphaScreen, inhibitor mode; AlphaScreen anti-acetyl-lysine; with virally co-expressed GCN5 acetyltransferase; 350,000 tested, 0.17% active; AID 651687, 2012; inhibition, % at 15.6 µM;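 active means every replicate shows inhibition of at least 40%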;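 further: 0% = neutral control wells and 100% = positive control wells; some results beyond the cut were filed as inactive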
# Statin myotox sup: suppressors of statin myotoxicity in C2C12 myotubes, primary screen, cell-based, single point, plate reader | C2C12 myotubes + simvastatin, ATP luminescence, 48 h; scaled: DMSO 0, geranylgeraniol control 100 | 330,000 tested, 0.78% active | rescue of ATP level, % at 7.49 µM;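 active means mean ATP rescue above about 67%, or every replicate alone reaching that limit, limit read from the data, passing the limit was not always enough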;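 further: myotubes were challenged with 10 µM simvastatin during compound exposure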
# ERAP1 HTS inh: human ERAP1 aminopeptidase inhibitors, primary screen, biochemical, single point, plate reader | Endoplasmic reticulum aminopeptidase 1 (Homo sapiens), Q9NZ08 | recombinant ERAP1, Leu-AMC fluorescence, 60 min | inhibition, % at 10.7 µM | 340,000 tested, 0.15% active;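 active means mean replicate inhibition of at least 30%, or all replicates individually reaching that 30% level; inactive means mean below 30% and not every replicate reaching it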;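 further: 0% = neutral control wells and 100% = L-leucinethiol positive control wells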
# S100A4 inh HTS: inhibitors of S100A4-myosin IIA peptide binding, primary screen, biochemical, fluorescence polarization, TAMRA-MyoIIA peptide | inhibition, % at 10.7 µM | 360,000 tested, 0.14% active;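 active means mean inhibition of at least 70% across replicates, with every replicate also reaching that level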
# Target sequence (P26447 whole entry, looked up): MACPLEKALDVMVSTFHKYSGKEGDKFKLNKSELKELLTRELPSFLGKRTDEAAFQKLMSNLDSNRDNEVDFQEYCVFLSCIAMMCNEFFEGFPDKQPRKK
#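 assay system = human S100A4 monomer with TAMRA-labelled myosin IIA peptide | also added = labelled myosin peptide probe, 5 nM | incubation = 5 min between mix addition and reading | control set = DMSO and TFP controls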
# SIRT5 block: SIRT5 desuccinylase inhibitors, primary screen, biochemical, fluorescence imaging, single point, set 5; Purified SirT5, succinyl-peptide AMC, trypsin-coupled fluorescence; inhibition, % at 15 µM; 330,000 tested, 1.1% active; in the data active means inhibition above about 15%
# Target sequence (Q9NXA8 whole entry, looked up): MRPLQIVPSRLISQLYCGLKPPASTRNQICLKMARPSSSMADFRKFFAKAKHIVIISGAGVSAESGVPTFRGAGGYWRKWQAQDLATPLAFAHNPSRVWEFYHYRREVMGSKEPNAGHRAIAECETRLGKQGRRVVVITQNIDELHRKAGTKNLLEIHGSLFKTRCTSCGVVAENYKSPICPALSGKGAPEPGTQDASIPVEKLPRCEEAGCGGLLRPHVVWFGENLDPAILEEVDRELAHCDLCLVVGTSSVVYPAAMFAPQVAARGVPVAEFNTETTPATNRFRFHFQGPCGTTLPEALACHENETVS
# * = called active by the depositor; / = not tested or not shown; & = joins results of further samples.
SMILES,Cneo AK release,LGR2 inh,XiGFP reactiv,PGC1a acetyl inh,Statin myotox sup,ERAP1 HTS inh,S100A4 inh HTS,SIRT5 block
Cc1ccnc(NC(=O)CCCOc2cc(=O)n(C)c3ccccc23)c1,2&1,25,-0.1,/,-46&-133,-2,16,6
CC(C)(C)c1ccc(C(=O)Cn2cnnc2C#N)cc1,-2,7,0.0,/,38,-3,0,4
C[C@]12CCC(=O)C=C1CC[C@@H]1[C@@H]2CC[C@@]2(C)[C@H]1CC[C@@]21CCC(=O)O1,-3,-11,0.0,/,12,1,-1,-2
CC(C)(C)c1ccc(-c2noc(-c3ccc4c(c3)CCO4)n2)cc1,-1,-40,0.0,-6,/,/,1,9
C=CCNC(=O)c1ccccc1NC(=O)c1ccc(Cl)c(S(=O)(=O)Nc2ccccc2)c1,0,-1,/,/,6,-2,-17,2
Cc1ccc([N+](=O)[O-])c(OCc2ncc(Cl)n2C)c1,/,-19,0.1,/,5,7,-7,1
Cn1ccsc1=NC(=O)c1ccc(S(C)(=O)=O)c([N+](=O)[O-])c1,4,-2,0.0,-5,/,-9,8,-5
O[C@@H]1CN(Cc2ccccc2Cl)CC[C@H]1N1CCOCC1,-2,-10,0.3,-7,-3,-4,-10,-5
CCCNC(=O)[C@@H]1[C@@H](CO)[C@@H]2Cn3c(ccc(C4=CCCC4)c3=O)[C@@H]2N1CCC,0,11,0.4,-1,7,2,0,-3
Cc1cccc(NC(=S)N2CCN(S(=O)(=O)c3cccc(F)c3)CC2)c1,/,9,0.3,-35,/,2,-5,-8
COc1ccccc1/C=C1\SC(=S)N(CCC(=O)NCCc2ccc(O)cc2)C1=O,-1,-6,0.4,-10,9,-4,-1,-1
COc1ccc(-c2cc3ccccc3oc2=O)cc1,-3,-5,0.3,-8,/,6,0,-5
C[C@H]1CN([C@@H](C)CO)C(=O)c2cccc(NS(=O)(=O)c3ccc(F)cc3)c2O[C@@H]1CN(C)C(=O)Nc1ccc2c(c1)OCO2,-13,1,0.1,-3,0,2,4,-4
O=C(CNC(=O)c1ccc(Br)o1)NNC(=O)c1cccc(Cl)c1,0,-13,0.1,-1,2,0,1,-1
CCC(Sc1nc2ccsc2c(=O)n1Cc1ccc(C(=O)O)cc1)C(=O)Nc1cc(Cl)ccc1C (configuration not stated),0,/,-0.1,/,12,-2,2,/
COCCn1c(SCC(=O)N2CCc3ccccc3C2)nc2ccccc2c1=O,/,7,2.0,/,4,-2,-1,1
O=C(COC(=O)c1ccc[nH]c1=O)Nc1cc(S(=O)(=O)N2CCCCC2)ccc1Cl,/,-6,0.0,/,/,-5,0,3
O=C(CSc1nnc(SCc2ccc(Cl)cc2)s1)N/N=C/c1ccc(Cl)cc1Cl,/,-16,0.0,-11,/,6,1,0
COc1ccc(CN(C)C[C@@H]2OCCCC[C@@H](C)Oc3ccc(NC(=O)c4ccccc4)cc3C(=O)N([C@@H](C)CO)C[C@H]2C)cc1,-4,-7,0.0,-11,/,0,12,0
Cc1cc(C)c(C(N)=O)c(Nc2ccc(F)cc2)n1,2,-11,0.3,-1,-7,-4,-9,-1
Nc1nnc(SCC(=O)OCC(=O)Nc2ccccc2F)s1,/,9,0.1,/,/,-2,-1,0
CCOC(=O)CNC(=O)COc1coc(CN2CCN(Cc3ccccc3)CC2)cc1=O,-6,7,0.0,-4,-13,0,-4,-1
O=C(CSc1nnc(-c2ccc3c(c2)OCO3)o1)Nc1ncc(Cl)cc1Cl,/,-10,0.0,/,/,9,7,-3
COC(=O)c1ccc(N2C(c3cccc(OC)c3)=Cc3ccc(F)cc3C2c2c(C)[nH]c3ccccc23)cc1 (configuration not stated),/,-3,0.1,/,/,/,0,0
O=C(CSc1nc2[nH]c(=O)cc(O)c2s1)Nc1cc(Cl)cc(Cl)c1,-1,-7,-0.1,-10,-12,-23,12,0
O=C(CN1C(=O)NC(Cc2ccccc2)C1=O)Nc1ccc(F)c(F)c1F (configuration not stated),0,-7,0.0,-1,1,0,-7,-3
O=C(NCc1cccnc1)C(=O)NCC1OCCCN1S(=O)(=O)c1ccc(Cl)cc1 (configuration not stated),1,8,0.3,/,/,8,6,-2
O=Cc1ccc2c(c1)CCN2Cc1ccccc1,0,-6,0.2,/,15,5,-1,-2
CO[C@H]1CN(C)C(=O)c2cc(NC(=O)CC(F)(F)F)ccc2OC[C@@H](C)N(C(=O)c2ccccc2F)C[C@H]1C,/,1,0.3,-10,/,1,-38,/
O=C(NC[C@@H]1N[C@@H](CO)[C@H]1c1ccc(-c2ccccc2F)cc1)c1ccccc1,9,-16,0.1,-5,-15,1,-14,10
O=C(CCNC(=O)c1ccccc1)OCC(=O)c1cccc(Cl)c1,/,-14,-0.1,/,/,4,-5,1
CCCCNC(=O)COC(=O)c1c2c(nc3ccccc13)CCC2,-1,19,/,-2,/,0,0,0
O=C(OCC(=O)N1CCOCC1)c1ccc(Cl)cc1[N+](=O)[O-],1,-4,0.1,9,-2,2,6,/
Cc1ccc(SC[C@H](Cc2ccccc2)N2CCN(C)CCC2=O)cc1,3,-8,0.0,/,-1,8,7,-2
Cc1cc2cc3c(cc2nc1SCc1ccc(C(=O)O)cc1)OCCO3,/,/,0.4,/,/,5,7,-1
CO[C@H]1CN(C)C(=O)c2cc(NC(=O)c3cc(C)on3)ccc2OC[C@@H](C)N(CC2CC2)C[C@@H]1C,1,-3,0.2,3,7,/,-6,-3
CCN(CC)c1ccc(NC(=O)CC2Oc3ccccc3NC2=O)c(C)c1 (configuration not stated),-1,-13,0.2,-11,-2,-2,0,/
COc1ccccc1-c1noc2c1C(=O)N(Cc1cn(Cc3ccccc3)nn1)CC2,-1,-20,0.2,-14,4,0,-12,0
COc1ccc(Cl)cc1C(=O)NCCCn1ccnc1,-6,8,0.0,13,-4,2,-3,-4
Cc1noc(C)c1C(=O)N1CCCC(C)(C(=O)NS(=O)(=O)C2CC2)C1 (configuration not stated),-1,2,-0.1,-6,5,3,5,-6
COCCCN1C(=O)c2ccc(C(=O)OCC(=O)N(CCC#N)c3cc(C)cc(C)c3)cc2C1=O,6,11,0.2,/,3,0,-1,0
CCNC(=O)C[C@@H]1CC[C@@H]2[C@@H](COc3ccc(NC(=O)C4CCCCC4)cc3C(=O)N2C)O1,0,9,0.2,6,-13,0,16,3
O=C(Nc1cccc(S(=O)(=O)NC2=NCCC2)c1)c1ccccc1,4,-9,0.1,-4,7,-2,2,-1
CC(C)NC(=O)Nc1ccc2c(c1)C(=O)N([C@@H](C)CO)C[C@@H](C)[C@@H](CN(C)C(=O)Nc1ccc3c(c1)OCO3)O2,-2,6,-0.6,-1,9,5,7,1
COC(=O)c1cccc(NC(=S)N2CCOCC2)c1,0,/,0.9,-2,11,0,-4,-2
CCCCc1ccc(N=N/C(C(=O)Nc2ccc(NC(C)=O)cc2OC)=C(/C)O)cc1,33,-2,0.0,-8,-23,1,-1,-5
O=C(CNCc1cccc(Cl)c1)N1CCc2ccccc2C1,6,-8,0.0,1,25,1,-2,1
Cc1ccc(/C=C/C(=O)OCC(=O)NCc2ccccc2)o1,0,-7,-0.1,/,-6,-1,-3,-3
CCCCn1nc(C(=O)NC2CCCCCC2)c2ccccc2c1=O,0,-9,0.0,-1,-6,2,-1,/
CC(=O)NC[C@H]1[C@H](c2ccc(-c3cccnc3)cc2)[C@@H](CO)N1C(=O)C1CCC1,-1,-4,-0.1,-6,-2,/,/,/

# Carrying on:
SMILES,Cneo AK release,LGR2 inh,XiGFP reactiv,PGC1a acetyl inh,Statin myotox sup,ERAP1 HTS inh,S100A4 inh HTS,SIRT5 block
O=C(Nc1cccc(F)c1)N1CC(=O)N2[C@H](C1)[C@@H](c1ccc(C#CC3CC3)cc1)[C@@H]2CO,/,-6,0.4,9,/,-2,-14,5
OC(CN1CCN(c2cccc(Cl)c2)CC1)c1ccc(F)cc1 (configuration not stated),-3,-5,0.0,5,3,1,3,1
CCOc1c2ccc(C(=O)NCCc3cccs3)cc2nn1CC,-2,-34,0.0,7,-23,2,4,-11
CCc1c(O)nc(SCC(=O)Nc2nc3ccccc3s2)n(C2CCCCC2)c1=O,-1,-18,-0.1,2,-16,1,-4,-1
COc1ccc(-c2sc3ccc(N4CCOCC4)cc3c2C#CCO)cc1,1,32,-0.3,-23,2,-6,4,5
Cc1ccccc1OCc1nnc(SCC(=O)Nc2ccc(N3CCOCC3)cc2)n1C,2,-21,0.0,/,-29,0,-3,1
NS(=O)(=O)c1ccc(NC(=O)Nc2ccc3c(c2)OCO3)cc1,-25,-2,0.0,/,-2,-5,-1,1
CC1CCCC(NC(=O)c2cccs2)C1C (configuration not stated),-2,-21,0.1,/,-1,-3,1,1
COc1ccccc1NC(=O)CCc1nnc2ccc(NCc3ccco3)nn12,4,23,0.2,-7,24,3,-8,-4
O=C(NCCCN1CCCCCC1)c1cc2c(=O)oc3ccccc3c2s1,-1,3,0.1,-9,0,-1,-5,-4
Cc1ccc(OCCSc2nc3ccccc3n2CCC(=O)O)c(C(C)C)c1,2,31,0.0,-1,-3,4,1,-2
COCCNC(=O)C[C@@H]1CC[C@@H]2[C@H](COc3ccc(NC(=O)COC)cc3C(=O)N2C)O1,-1,-10,0.2,-7,-12,1,-9,-5
CN(Cc1ccccc1NS(=O)(=O)c1ccc(Cl)cc1)C1CCCCC1,-4,0,-0.1,-11,1,-2,-2,1
Cc1ccc(N(C)C(=O)CCS(=O)(=O)c2cc3c(cc2Cl)NC(=O)CO3)cc1,0,-15,-0.1,1,0,2,-1,9
O=C(NCc1ccc2c(c1)OCO2)c1ccc2c(c1)OCCO2,0,/,/,2,6,/,1,/
C[C@H](CO)N1C[C@H](C)[C@@H](CN(C)S(=O)(=O)c2ccc(F)cc2)Oc2ncc(Br)cc2C1=O,-2,1,0.1&-1.3,-7,1,2,-5&-3,-4&5
CC(C)c1ccccc1OCC(=O)Nc1nnc(C2CC2)s1,-1,-3,0.0,/,-3,0,0,0

# Some of these compounds in order of the S100A4 inh HTS value, largest number first:
Compound | S100A4 inh HTS
O=C(NCc1ccc2c(c1)OCO2)c1ccc2c(c1)OCCO2 | 1
CC(C)c1ccccc1OCC(=O)Nc1nnc(C2CC2)s1 | 0
Cc1ccc(N(C)C(=O)CCS(=O)(=O)c2cc3c(cc2Cl)NC(=O)CO3)cc1 | -1
CN(Cc1ccccc1NS(=O)(=O)c1ccc(Cl)cc1)C1CCCCC1 | -2
COCCNC(=O)C[C@@H]1CC[C@@H]2[C@H](COc3ccc(NC(=O)COC)cc3C(=O)N2C)O1 | -9

# A second format for two compounds above:
Compound: Cc1ccc(OCCSc2nc3ccccc3n2CCC(=O)O)c(C(C)C)c1
  Cneo AK release = 2
  LGR2 inh = 31
  XiGFP reactiv = 0.0
  PGC1a acetyl inh = -1
  Statin myotox sup = -3
  ERAP1 HTS inh = 4
  S100A4 inh HTS = 1
  SIRT5 block = -2

Compound: COCCNC(=O)C[C@@H]1CC[C@@H]2[C@H](COc3ccc(NC(=O)COC)cc3C(=O)N2C)O1
  Cneo AK release = -1
  LGR2 inh = -10
  XiGFP reactiv = 0.2
  PGC1a acetyl inh = -7
  Statin myotox sup = -12
  ERAP1 HTS inh = 1
  S100A4 inh HTS = -9
  SIRT5 block = -5

# Some of the compounds tested (hit frequency here may not be typical).
